# From PubChem
# S aureus QS inh = S. aureus quorum sensing inhibitors, primary screen, RNAIII-GFP reporter, flow cytometry | 24,000 compounds, 0.3% hits | inhibition, % at 2 µM | S. aureus RN6390 RNAIII-GFP reporter, AIP-induced, flow cytometry 3 h;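 active means share of bacteria positive for the green fluorescent reporter and its mean brightness both inhibited by 50% or more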;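 further: 0% = AIP-stimulated control and 100% = unstimulated bacteria without AIP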
# S aureus QS inh GFP MFI % = second read-out of S aureus QS inh, no call of its own (marks repeat the call); inhibition, %; measured here: inhibition of GFP MFI
# * marks the source's active call; other numbers are inactive results; & = joins results of further samples. The list is partial (hit frequency here may not be typical).
SMILES,S aureus QS inh,S aureus QS inh GFP MFI %
Cn1c(=O)c2nc(-c3ccc(Cl)cc3Cl)oc2c2ccccc21,-1,-6
Cc1nc(C)c(C(=O)Nc2ccc(Oc3ccccc3)cc2)o1,-1,-17
CC(NC(=O)c1noc2c1CCCCC2)c1ccccc1 (centres undefined),1,19
O=C(c1ccc2snnc2c1)N1CCOCC1,0,0
CCSc1nc2c(c(=O)n1-c1ccc(F)cc1)SCC2,3,7
CC(CCC(=O)Nc1nncs1)C(=O)O (centres undefined),0,4
Cc1ccc(S(=O)(=O)NC(CC(=O)NC2CCCC2)c2ccco2)cc1 (centres undefined),4,13
Cc1[nH]c(=O)[nH]c(=O)c1S(=O)(=O)N1CCCC(C(=O)NCCc2ccc(Cl)cc2)C1 (centres undefined),-3,-7
COc1cccc(OC)c1C(=O)Nc1ccc(CN2CCCCC2)cc1,-4,-7
COc1cccc(NS(=O)(=O)c2cc(C)sc2C)c1,0,-2
NC1=CC(=O)c2cccc3cccc1c23,-4,-12
CCOc1ccc(CNC(=O)C(CC)n2nc(C)n3c(cc4occc43)c2=O)cc1OC (centres undefined),-2,-19
CC1(C)CC(=O)C2=C(C1)Nc1ccccc1NC2c1nc2ccccc2[nH]1 (centres undefined),9,5
Cc1noc(N)c1C(=O)Nc1ccc(F)c(Cl)c1,2,18
CCCc1c(OCCCCc2nn[nH]n2)ccc(C(C)=O)c1O,10,7
CCOC(=O)c1c(C)c(C(=O)NCc2cccs2)c(C)n1CC,-2,-9
COC(=O)c1cc(OC)c(OCc2cc(C(=O)OC)oc2C)c(OC)c1,-6,-23
CCOC(=O)CNC(=O)Cn1cnc2ccc(S(=O)(=O)N3CCC(C)CC3)cc2c1=O,0,-1
Cc1cccc(NC(=O)CCn2ccnc2C)c1,-2,-4
CCOC(=O)Cc1csc(NC(=O)CN2C(=O)c3ccccc3S2(=O)=O)n1,-2,-6
Cc1ccc(NC(=O)Cn2cnc3c(cnn3C(C)(C)C)c2=O)cc1,-4,-7
CC1(C)Cc2c(C#N)c(N3CCCC3)nc(-c3ccco3)c2CO1,-1,-3
Cc1csc(SCc2nc3sc4c(c3c(=O)[nH]2)CCC4)n1,0,-11
COc1ccc(C(=O)Nc2nc(C)c(C(=O)N(C)C)s2)cc1OC,-1,6
CSC1=NCCN1C(=O)c1c(F)cccc1Cl,-1,-4
Cc1cnc(C(=O)Nc2ccc(N3CCN(C(=O)OC(C)(C)C)CC3)cc2)cn1,1,7
CCOC(=O)Cn1c(=N)n(CCOc2cccc(C)c2)c2ccccc21,-1,-18
O=C1CC(c2cccc(F)c2)C2=C(CCCC2=O)N1 (centres undefined),3,8
CCc1cc2c(=O)n(C(C)C(=O)OC3CCCCC3)cnc2s1 (centres undefined),0,19
O=C(Nc1cccc(Cl)c1)N1CCN(Cc2ccccc2)CC1,-1,-10
CCn1c(N)c(C(=O)NC2CCCCC2)sc1=S,0,10
Cc1nnc(NC(=O)c2ccco2)s1,1,6
COc1ccccc1C(=O)NCCn1cc(SCC(=O)Nc2nnc(C)s2)c2ccccc21,10,34
COc1ccc(CCN2C(=O)C3C4C=CC(C4)C3C2=O)cc1OC (centres undefined),0,27
CCn1c(SCC(=O)Nc2ccccc2F)nc2c(c1=O)SC(C)C2 (centres undefined),1,2
Cc1ccc(-c2nn(C)c(=O)c3ccccc23)cc1S(=O)(=O)N1CCOCC1,0,4
O=C(Nc1ccc(Br)cc1)N1CCCCCCC1,2,7
COc1ccc(C2C(C(=O)Nc3cccc(C)n3)CCC(=O)N2c2ccc(OC)cc2)cc1 (centres undefined),-1,-15
CCOC(=O)N1CCN(C(=O)CCn2nc(-c3ccccc3)ccc2=O)CC1,-3,-1
Cc1nc(-c2cccc(N)c2)cs1,0,8
CC1=C(C(=O)N2CCCCC2)C2(CCC(C)CC2)OC1=O (centres undefined),-2,-12
CC(=O)NCCn1ccc2ccccc21,-2,-1
Cc1cc(/N=C/N(C)C)on1,-1,-18
Cn1c(=O)cc(SCC(=O)NCCN2CCN(c3ccccc3F)CC2)c2cc(Cl)ccc21,-3,-3
C=CCN1C(=Nc2cccnc2)SCC1(O)c1ccc(C)cc1 (centres undefined),6,33
O=C(NCCCN1CCN(c2ccccc2F)CC1)C1CCN(S(=O)(=O)c2cccs2)CC1,-8,-21
NC(=O)CSC1=Nc2ccccc2C2=NC(CCC(=O)NCc3ccc(F)cc3)C(=O)N12 (centres undefined),-3,-17
Cn1cccc1Cc1nnc(SCC(=O)NCC2CCCO2)n1-c1ccc(F)cc1 (centres undefined),2,4
COC(=O)c1[nH]c2c(c1C)C(=O)CC(c1cccs1)C2 (centres undefined),1,-23
CCCS(=O)(=O)N1CCC(C(=O)NCc2ccccc2Cl)CC1,0,-2
Cc1cccn2c(=O)c(C=Nc3ccccc3)c(NCc3ccco3)nc12,-6,-12
COc1ccc(C(=O)c2ccc(N(C)C)cc2)c(OC)c1,-1,-8
CCN(CC)S(=O)(=O)c1ccc(N2CCCC2)c(C(=O)OCC(=O)/C(C#N)=C(\C)N)c1,0,6
COCCCNC(=O)CSc1nc2ccccc2c(=O)n1CCCC(=O)NCC1CCCO1 (centres undefined),-9,-12
COC(=O)c1cc2occc2n1Cc1c(F)cccc1Cl,-1,-7
O=C(c1ccccc1Cl)N1CCC(c2nc3c(nnn3Cc3ccco3)c(=O)[nH]2)CC1,-4,-6
CCCN1CCN(C(=O)Cn2c(=O)oc3cc(S(=O)(=O)NCc4ccccc4)ccc32)CC1,0,13
Cc1ccc(Cn2ccc(NC(=O)c3cc(-c4cccs4)on3)n2)cc1,0,-8
O=c1c2cc(N3CCOCC3)ccc2[nH]c(=S)n1CCN1CCCC1,-3,-8
COc1ccccc1C(=O)N1CCN=C1SCc1cccnc1,-1,-5

# Some values from the results shown.
# S aureus QS inh GFP MFI % with CCCS(=O)(=O)N1CCC(C(=O)NCc2ccccc2Cl)CC1 reads -2
# S aureus QS inh GFP MFI % with O=c1c2cc(N3CCOCC3)ccc2[nH]c(=S)n1CCN1CCCC1 reads -8
# S aureus QS inh GFP MFI % with CC1=C(C(=O)N2CCCCC2)C2(CCC(C)CC2)OC1=O (centres undefined) reads -12
# S aureus QS inh GFP MFI % with Cc1noc(N)c1C(=O)Nc1ccc(F)c(Cl)c1 reads 18
# S aureus QS inh GFP MFI % with Cn1cccc1Cc1nnc(SCC(=O)NCC2CCCO2)n1-c1ccc(F)cc1 (centres undefined) reads 4
# S aureus QS inh GFP MFI % with CCOC(=O)Cc1csc(NC(=O)CN2C(=O)c3ccccc3S2(=O)=O)n1 reads -6
# S aureus QS inh GFP MFI % with Cc1csc(SCc2nc3sc4c(c3c(=O)[nH]2)CCC4)n1 reads -11

# Next section
SMILES,S aureus QS inh,S aureus QS inh GFP MFI %
CCCS(=O)(=O)N1CCCC(C(=O)NCCCN2CCN(c3ccc(F)cc3)CC2)C1 (centres undefined),-4,-18
CCCC(=O)NC(C)C(c1cccs1)N1CCN(c2ccccc2)CC1 (centres undefined),0&16,7&37
Cc1ccc(C)c(S(=O)(=O)C(C#N)c2nc3ccccc3nc2N2CC(C)OC(C)C2)c1 (centres undefined),4,12
Cc1ccc(C(C)C)c(OCCn2c(=O)oc3ccccc32)c1,2,9
CCOC(=O)C1CCN(C(C(=O)Nc2ccc3c(c2)OCCO3)c2ccccc2)CC1 (centres undefined),3,16
CCN(CC)S(=O)(=O)c1ccc2oc(C(=O)N3CCCCCC3)c(C)c2c1,-2,-14
COc1cccc(-n2c(C)nc3c(cnn3-c3ccc(Cl)cc3)c2=O)c1,0,7
CCCOC(=O)CSc1nc(N)c(C#N)c(CC)c1C#N,-1,1
CC(C)(C)N(Cc1cc2ccccc2[nH]c1=O)C(=O)C1CCCCC1,-1,6
c1ccc(-c2cc(-c3nc(-c4ccccn4)no3)c3ccccc3n2)cc1,0,7
O=C(CN(C1CCCCC1)S(=O)(=O)c1ccccc1)NCc1cccnc1,5,19
CC(=O)N1CCc2cc(S(=O)(=O)NCCC(=O)NC3CCN(Cc4ccccc4)CC3)ccc21,-6,-24
COc1ccc(CNC(=O)c2ccc(CN3CCOCC3)cc2)cc1,0,-6
CCOC(=O)N1CCC(NS(=O)(=O)c2ccc3c(c2)CCN3C(C)=O)CC1,-7,-28
O=C(CN1C(=O)CCSc2ccccc21)Nc1ccc2c(c1)OCO2,-2,-17
Cc1ccc(S(=O)(=O)CC2CSc3nnc(C)c(=O)n32)cc1 (centres undefined),0,46
CCCCn1cnc2c1c(=O)n(C)c(=O)n2C,-5,-22
CCCC(=O)Nc1c2c(nn1-c1ccc(OC)cc1)CS(=O)C2 (centres undefined),-1,1
O=C(O)c1ccc(CSCc2c(F)cccc2Cl)o1,-1,8
CCCS(=O)(=O)N1CCCC(C(=O)NCCCOCC)C1 (centres undefined),4,12
CCOC(=O)Cc1c[nH]c2ccccc12,-20,-49
COc1cc(-c2c(C#N)c(N)nc3c2CCCC3)cc(OC)c1OC,0,7
COc1ccc(OC)c(NC(=O)CS(=O)(=O)Cc2nc(-c3ccccc3C)oc2C)c1,4,17
Cn1c(=O)c2c(ncn2Cc2cccc(Cl)c2)n(C)c1=O,-2,-4
COc1cccc(C2=NOC(C(=O)Nc3cccnc3)C2)c1 (centres undefined),-1,-6
O=C(COn1nnc2ccc(C(F)(F)F)cc21)Nc1nnc(-c2ccccc2)o1,26,39
C=CCC(O)(CCN1CCCCC1)c1ccccc1 (centres undefined),-2,-12
O=C(O)c1ccc(COc2ccc(Cl)cc2)o1,0,3
COc1ccc(-c2cc(C(=O)Nc3c(C)nn(Cc4ccc(Cl)cc4)c3C)no2)cc1,-4,-18
CNC(=O)c1ccsc1NC(=O)CN1C(=O)CCC1=O,-1,3
CCCOc1ccc(-c2nnn(CC(=O)Nc3cccc(C(=O)OC)c3)n2)cc1,-2,-7
Cc1ccc(N2CC(C)Cn3c2nc2c3c(=O)n(CC(=O)OCc3ccccc3)c(=O)n2C)cc1C (centres undefined),23,39
CCOc1ccc(N2CC(C(=O)Nc3ccc(F)cc3F)CC2=O)cc1 (centres undefined),-2,-5
COc1cc2c(=O)n(CC3CCCO3)c(=O)n(CC(=O)Nc3cccc(Cl)c3)c2cc1OC (centres undefined),-7,-10
Cc1noc(C)c1S(=O)(=O)N1CCC(C(=O)N(C)Cc2ccccc2)CC1,1,7
O=C(O)CCCNCc1ccccc1F,-1,1

# An excerpt from above in order of molar mass, ascending.
SMILES,S aureus QS inh,S aureus QS inh GFP MFI %
O=C(O)CCCNCc1ccccc1F,-1,1
CNC(=O)c1ccsc1NC(=O)CN1C(=O)CCC1=O,-1,3
CCOc1ccc(N2CC(C(=O)Nc3ccc(F)cc3F)CC2=O)cc1 (centres undefined),-2,-5
O=C(COn1nnc2ccc(C(F)(F)F)cc21)Nc1nnc(-c2ccccc2)o1,26,39

# More results:
SMILES,S aureus QS inh,S aureus QS inh GFP MFI %
CC[N+](C)(C)Cc1ccccc1Br,-2,-4
O=C(CCC(=O)OCC(=O)c1ccccc1)NC1CCCCC1,0,2
CSCCOC(=O)C1=C(C)NC(=O)CC1c1ccccc1Cl (centres undefined),1,17
CC1(C)CC(=O)c2c(nn(-c3ccccc3)c2N)C1,4,17
Cc1ccc(NC(=O)c2nnn(-c3cc(C)cc(C)c3)c2N)cc1,0,31
CCCC(=O)N1CCN(c2ccc(NC(=O)c3ccc(Br)o3)cc2)CC1,0,1
Cc1cc(S(=O)(=O)NCCN2CCOCC2)c(C)s1,-3,-10
CCOC(=O)C1CCN(C(=O)Cn2cc3c(n2)CCC(C)C3)CC1 (centres undefined),0,-5
CCOC(=O)c1nnn(-c2nonc2N)c1CN(C)C1CCCCC1,3,4
Cc1oc(-c2ccc(Cl)cc2)nc1CN1CCCC(C(=O)N2CCN(C(=O)c3ccco3)CC2)C1 (centres undefined),0,17
CCOc1ccccc1Nc1nc2ccccc2[nH]1,0,-1
Cn1c(=O)cc(OCCCC(=O)NCCCN2CCN(Cc3ccccc3)CC2)c2ccccc21,-5,-5

# Compound profiles, from the list above. Screens in order: S aureus QS inh, S aureus QS inh GFP MFI %
# Results for COc1ccc(CCN2C(=O)C3C4C=CC(C4)C3C2=O)cc1OC (centres undefined) → 0, 27
# Results for Cc1csc(SCc2nc3sc4c(c3c(=O)[nH]2)CCC4)n1 → 0, -11
# Results for Cc1ccc(Cn2ccc(NC(=O)c3cc(-c4cccs4)on3)n2)cc1 → 0, -8
# Results for O=C(c1ccccc1Cl)N1CCC(c2nc3c(nnn3Cc3ccco3)c(=O)[nH]2)CC1 → -4, -6

# Remaining list, next part.
SMILES,S aureus QS inh,S aureus QS inh GFP MFI %
CN1CCN(CC(O)COc2ccc(OCC(O)CN3CCN(C)CC3)cc2)CC1 (centres undefined),-2,2
c1cn2cc(-c3ccc4c(c3)OCO4)nc2s1,-5,-4
O=C(NC12CC3CC(CC(C3)C1)C2)c1cncc(O)c1,-6,-7
Cc1ccc(S(=O)(=O)C2(C(=O)Nc3cccc(F)c3)CC2)cc1,13,28
O=C(Nc1nccs1)c1ccc(COc2ccccc2Br)o1,0,-25
CCOC(=O)c1sc2nc(SCC#N)n(CCCN3CCCC3=O)c(=O)c2c1C,-6,-21
COc1cc(OC)nc(NC(=O)C(C)C)n1,-5,-5
CCN(CC)CCN1C(=O)C(O)=C(C(=O)c2cccs2)C1c1ccccn1 (centres undefined),1,26
O=C(CSc1nc2ccsc2c(=O)n1NC(=O)c1ccccc1)NCc1ccco1,6,12
CC(=O)OCC(=O)[C@@]12OC3(CCCC3)O[C@@H]1C[C@H]1[C@@H]3CCC4=CC(=O)C=C[C@]4(C)[C@@]3(F)[C@@H](O)C[C@@]12C,23,26
CCOCCCNC(=O)C1CCN(S(=O)(=O)c2c(C)noc2/C=C\c2ccc(OC)cc2)CC1,-1,-18
COc1cccc(OCC(O)CN2C(C)CCCC2C)c1 (centres undefined),-4,-1
CN1CCN(CC#CCC(O)(c2ccccc2)C2CCCC2)CC1 (centres undefined),0,3
O=C(NCC(c1cccnc1)N1CCN(c2ccccc2F)CC1)c1cccc(Cl)c1 (centres undefined),59*,57*
COc1ccc(N2Cc3cccc(C(=O)N4CCN(C(=O)c5ccco5)CC4)c3C2=O)cc1,-6,-7
O=C(c1cc2c(=O)oc3ccccc3c2s1)N1CCOCC1,7,15
COc1cccc(C2C(C(N)=O)=C(C)Nc3nc(CCCO)nn32)c1OC (centres undefined),-2,-1
CCN(CC)CCCNC(=O)Cn1ncc2c(=O)oc3ccc(C)cc3c21,-1,-19
